High-throughput results (PubChem)
KAT2A inh: inhibitors of human GCN5L2 histone acetyltransferase; Q92830; GCN5L2 HAT assay, ThioGlo1 CoA-SH fluorescence; Potency, µM (titrated, usually from 58.9 µM), inactives show at the top dose activity change, negative = inhibition, hits mostly inhibitors; 0.21% of 390,000 active
Target sequence (Q92830 whole entry, looked up): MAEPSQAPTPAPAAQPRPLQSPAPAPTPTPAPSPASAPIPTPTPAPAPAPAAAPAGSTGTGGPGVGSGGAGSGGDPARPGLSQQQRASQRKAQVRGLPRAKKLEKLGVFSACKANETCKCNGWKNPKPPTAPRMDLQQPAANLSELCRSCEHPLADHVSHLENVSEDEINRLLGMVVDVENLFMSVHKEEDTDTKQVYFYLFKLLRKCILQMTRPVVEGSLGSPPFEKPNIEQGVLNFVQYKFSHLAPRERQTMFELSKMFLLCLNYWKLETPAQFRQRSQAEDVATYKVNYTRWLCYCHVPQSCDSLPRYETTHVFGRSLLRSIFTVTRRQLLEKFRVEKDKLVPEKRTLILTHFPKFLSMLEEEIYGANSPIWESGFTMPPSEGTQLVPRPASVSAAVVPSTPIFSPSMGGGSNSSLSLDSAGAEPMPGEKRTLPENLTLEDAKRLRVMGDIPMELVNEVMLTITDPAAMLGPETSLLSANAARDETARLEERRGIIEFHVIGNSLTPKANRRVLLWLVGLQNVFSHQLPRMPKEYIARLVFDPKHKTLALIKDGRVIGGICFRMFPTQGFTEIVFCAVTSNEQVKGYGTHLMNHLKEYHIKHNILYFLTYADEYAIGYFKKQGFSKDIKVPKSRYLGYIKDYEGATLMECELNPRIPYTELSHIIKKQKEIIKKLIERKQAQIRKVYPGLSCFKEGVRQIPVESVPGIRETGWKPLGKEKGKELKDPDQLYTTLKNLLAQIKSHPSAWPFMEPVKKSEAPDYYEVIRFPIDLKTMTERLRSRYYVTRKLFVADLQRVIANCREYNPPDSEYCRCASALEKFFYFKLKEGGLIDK
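Fluorescence readout, Ex340nm/Em540nm: ThioGlo1 (50uM final) reacts with free CoA thiol released as 20nM GCN5L2 acetylates H3(1-25) peptide (75uM) using acetyl-CoA (70uM). Compound and enzyme sat 15 min beforehand; 20 min room-temperature reaction.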
N370S GC mod: inhibitors or activators of N370S glucocerebrosidase for Gaucher disease. N370S GC spleen homogenate, 4MU-glucoside fluorescence. Potency, µM (titrated, usually from 59.4 µM), without a hit: top-dose activity change, negative = inhibition, actives largely listed as inhibitors. 0.092% of 330,000 active. AID 2101;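 also: 0% = full enzyme activity and -100% = no enzyme basal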
FEN1 inhibitor: inhibitors of human flap endonuclease 1 | Recombinant FEN1 flap cleavage, fluorescence, 15 min | Potency, µM (highest dose often 114 µM), for inactives: at the highest dose activity change, negative = inhibition, usual class: inhibitors | 0.35% of 390,000 active; also: nearly all actives have a fitted effect of over 65% in size
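Potency values derive from four-parameter Hill fits of normalized qHTS data. The reaction used 10 nM FEN1 preincubated 15 min at room temperature with compound, then 50 nM DNA substrate, read at 0 and 15 min.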
* hit, by the source's call; ? = inconclusive; . = no result given; & = joins results of further samples; [ ] = remark or other dose. Calls follow the shape of the dose curve; as a rule, active = well fitted curve in the direction sought with a large enough effect; inconclusive = small, poorly fitted or top-dose-only effect, or another doubt; inactive = no such curve, though single readings can be large; an effect the other way counts as inactive or inconclusive. Unless noted, % is scaled to controls: 0 for no effect and ±100 for the full control effect; potency is read from the fitted curve at half-maximal effect.

SMILES	KAT2A inh	N370S GC mod	FEN1 inhibitor
N#Cc1ccccc1S(=O)(=O)N1CCN(CC(O)c2ccccc2)CC1 (centres undefined)	-1%	1%	-2%
O=C(CC1Oc2ccccc2NC1=O)NCc1ccc(Cl)cc1 (centres undefined)	-7%	-5%	2%
CC(=O)NC1=NC(=O)/C(=C/c2cc(C)n(-c3cccc(C(=O)O)c3)c2C)S1	-29%	-13%	50µM*
COc1ccc2c3n([n+]([O-])c2c1)CCN=C3c1ccc(Cl)cc1	0%	-13%	-6%
Cc1ccc2nc(-c3ccc(NS(=O)(=O)c4c(C)n(C)c(=O)n(C)c4=O)cc3)sc2c1	-16%	12%	-20%
Cc1onc(-c2c(F)cccc2Cl)c1C(=O)NCc1ccccc1	-3%	9%	-5%
COC(=O)c1c(NC(=O)COC(=O)Cn2cnc3ccccc32)sc2c1CCCC2	-6%	13%	-17%
Cc1cc(C)n(S(=O)(=O)c2ccc3ccccc3c2)n1	-2%	16%	-23%
COc1cc(NC(=O)COc2ccccc2Cl)ccc1NC(=O)C(C)C	3%	11%	1%
O=C(O)CN1C(=O)C(=O)N(Cc2ccc(C(F)(F)F)cc2)C1=O	28%	3%	-2%
CCCN(C(=O)Cn1cc(S(=O)(=O)N2CCN(c3ccccc3F)CC2)c2ccccc2c1=O)c1cccc(C)c1	-16%	.	12%
CC(=O)Nc1ccc(S(=O)(=O)Nc2ccccc2C(=O)N2CCCCCC2)cc1	-12%	-1%	4%
Cc1c(NC(=O)C(C)N(c2ccccc2)S(C)(=O)=O)c(=O)n(-c2ccccc2)n1C (centres undefined)	-15%	-5%	-5%
O=[N+]([O-])c1ccc(Cl)c(/C=N/N2CCN(Cc3ccc(Cl)cc3)CC2)c1	-14%	7%	4%
CCCCNC(=O)COc1ccccc1C(=O)c1cc(C#N)c(=O)n(CCOC)c1	46%[activator]	8%	3%
Cc1cccc(NC(=S)/N=C(\N)Nc2nc(C)c3cc(C)ccc3n2)c1	-2%	-4%	-19%
COc1ccc(CCC(=O)NCCOc2ccc(C)cc2)cc1	-24%	-7%	-2%
Cc1ncoc1C(=O)NC1CCCc2c1cnn2-c1ccc(C(C)(C)C)cc1 (centres undefined)	-16%	1%	-15%
O=C(CSc1nc2cccnc2n1Cc1ccccc1)NC1CCCCC1	2%	18%	-1%
COc1cccc(OC)c1C(=O)Nc1sc2c(c1C#N)CCC2	?	-2%	-7%
O=C(CN1CCc2ccccc2C1)Nc1ccccc1Cl	-13%	2%	-25%
COCc1cc(C)nc2sc(C(=O)NC3CCCCC3)c(N)c12	8%	-3%	-1%
Cc1cc(C)cc(N2CC(O)Cn3c2nc2c3c(=O)[nH]c(=O)n2C)c1 (centres undefined)	9%	-6%	-8%
N#Cc1c(-c2ccccc2)nc(SCC(=O)NC2CCCCC2)[nH]c1=O	-3%	17%	-14%
CSc1ccc(/C=C(/NC(=O)c2ccco2)C(=O)N2CCOCC2)cc1	-4%	-1%	15%
COc1cc(C(=O)O[C@H]2CC(C)=CC[C@@]3(C)CC[C@@](O)(C(C)C)[C@H]23)ccc1O	-1%	2%	-25%
CCn1c(SCC(=O)Nc2nccs2)nnc1-c1ccco1	-5%	11%	7%
COc1cccc(NC(=O)COc2ncnc3sc(C)c(C)c23)c1	-10%	7%	0%
CN1CCN(C(=O)CN2C(=O)CC(C)(C)S(=O)(=O)c3ccccc32)CC1	-9%	3%	6%
CCc1ccc(-n2c(O)cnc2Nc2nc(C)cc(C)n2)cc1	-10%	1%	-16%
CC(C)(C)c1ccc(OCCCC(=O)NNC(=O)c2ccccc2O)cc1	2%	-6%	9%
COc1ccc(-c2csc3ncnc(Oc4ccc5c(C)cc(=O)oc5c4)c23)cc1	0%	5%	-5%
Cc1cc(NC(=O)c2cccs2)ncc1NC(=O)C(C)(C)C	2%	-9%	-4%
O=P(O)(O)c1cc(-c2ccccc2)oc1-c1ccccc1	0%	5%	-10%
Cc1nnc(Nc2ccc(O)cc2)[nH]c1=O	-7%	-16%	-5%
Cc1cc(C(=O)O)ccc1[N+](=O)[O-]	-14%	0%	2%
COc1cc(/C=N/Nc2nc(C)cc(=O)[nH]2)ccc1OC(=O)c1cccnc1	-4%	-2%	-15%
COc1ccc(Cn2c(CCC(=O)Nc3cccc(Cl)c3)nc3cccnc32)cc1	-1%	.	-8%
Nc1c(N2CCCCC2)c(=O)[nH]c(=O)n1-c1ccccc1	0%	0%	-5%
CCc1ccc(Oc2coc3cc(OC(=O)c4cc5ccccc5oc4=O)ccc3c2=O)cc1	-1%	4%	-5%
O=C1C(CSCc2ccccc2)NC(=S)N1c1ccccc1 (centres undefined)	-3%	5%	-4%
COc1ccc(/C=C/C(=O)Nc2cccc(S(=O)(=O)NC3=NCCCCC3)c2)c(OC)c1	-13%	.	-1%
COc1cc2c(cc1OC)CN(C(=O)c1cccc([N+](=O)[O-])c1)CC2	2%	5%	11%
COc1cccc(CNC(=O)C2CCN(C(=O)c3sccc3-n3cccc3)CC2)c1	-4%	.	-7%
O=C(CCSCc1cccc(F)c1)NCc1ccccc1	1%	.	-11%
C/C(=N\NC(=O)c1c[nH]c2ccccc12)c1ccc2c(c1)OCO2	-9%	6%	-3%
Cc1ccc(NS(=O)(=O)c2ccc3c(c2)oc(=O)n3C)cc1F	-9%	6%	-13%
C#C[C@]1(OC(C)=O)CCC2C3CCC4=CC(=O)CC[C@@H]4C3CC[C@@]21C (some centres undefined)	-6%	-2%	-19%
Cc1ccccc1C(=O)Nc1c(-c2cccs2)c(=O)c2ccccc2n1C	-5%	-13%	-1%
O=C(c1ccco1)N1CCN(Cc2cc(=O)c(OCc3cccc(F)c3)co2)CC1	-13%	-16%	4%
Cc1ccc(S(=O)(=O)N2CCc3cc(C(=O)Nc4c(C)cccc4C(C)C)ccc32)cc1	-3%	.	15%
Cc1cc(C)c(S(=O)(=O)NCC(=O)O)cc1C	-1%	2%	-11%
Cn1c(=O)cc(SCC(=O)NCc2cccnc2)c2ccccc21	0%	-6%	-8%
Cc1c(N(C(=O)c2cnccn2)C2(C(=O)NC3CCCC3)CCCCC2)c(=O)n(-c2ccccc2)n1C	-4%	-7%	0%
Nc1ccc(C(=O)N/N=C/c2ccccc2)cc1	-8%	5%	5%
COc1ccc(C2=N[C@H](c3ccccc3)CO2)cc1	-9%[88.6 µM]	2%[89.1 µM]	.
COc1ccc(NC(=O)C2Cc3cc(S(=O)(=O)N4CCCCC4)ccc3N2C(C)=O)cc1Cl (centres undefined)	-7%	-1%	0%
C/C=C/c1ccc(O)c(OC)c1	-9%&11%	-8%&1%	-16%
COc1ccc(C(=O)NC(=S)Nc2cc3oc4ccccc4c3cc2OC)cc1	-1%	10%	-4%
COCCn1c(SCC(=O)Nc2c(C)n(C)n(-c3ccccc3)c2=O)nc2ccccc2c1=O	1%	.	0%

Sorted by SMILES length (rising): 15 of the compounds above
SMILES	KAT2A inh	N370S GC mod	FEN1 inhibitor
C/C=C/c1ccc(O)c(OC)c1	-9%&11%	-8%&1%	-16%
Nc1ccc(C(=O)N/N=C/c2ccccc2)cc1	-8%	5%	5%
Cc1cc(C)c(S(=O)(=O)NCC(=O)O)cc1C	-1%	2%	-11%
COc1ccc(C2=N[C@H](c3ccccc3)CO2)cc1	-9%[88.6 µM]	2%[89.1 µM]	.
Cn1c(=O)cc(SCC(=O)NCc2cccnc2)c2ccccc21	0%	-6%	-8%
Cc1ccc(NS(=O)(=O)c2ccc3c(c2)oc(=O)n3C)cc1F	-9%	6%	-13%
Cc1ccccc1C(=O)Nc1c(-c2cccs2)c(=O)c2ccccc2n1C	-5%	-13%	-1%
C/C(=N\NC(=O)c1c[nH]c2ccccc12)c1ccc2c(c1)OCO2	-9%	6%	-3%
COc1cc2c(cc1OC)CN(C(=O)c1cccc([N+](=O)[O-])c1)CC2	2%	5%	11%
O=C(c1ccco1)N1CCN(Cc2cc(=O)c(OCc3cccc(F)c3)co2)CC1	-13%	-16%	4%
C#C[C@]1(OC(C)=O)CCC2C3CCC4=CC(=O)CC[C@@H]4C3CC[C@@]21C (some centres undefined)	-6%	-2%	-19%
COCCn1c(SCC(=O)Nc2c(C)n(C)n(-c3ccccc3)c2=O)nc2ccccc2c1=O	1%	.	0%
Cc1ccc(S(=O)(=O)N2CCc3cc(C(=O)Nc4c(C)cccc4C(C)C)ccc32)cc1	-3%	.	15%
COc1ccc(NC(=O)C2Cc3cc(S(=O)(=O)N4CCCCC4)ccc3N2C(C)=O)cc1Cl (centres undefined)	-7%	-1%	0%
Cc1c(N(C(=O)c2cnccn2)C2(C(=O)NC3CCCC3)CCCCC2)c(=O)n(-c2ccccc2)n1C	-4%	-7%	0%

Following part:
SMILES	KAT2A inh	N370S GC mod	FEN1 inhibitor
C[C@H](CO)N1C[C@H](C)[C@@H](CN(C)Cc2ccc(Oc3ccccc3)cc2)Oc2c(NS(=O)(=O)c3cn(C)cn3)cccc2C1=O	-4%	.	-8%
Clc1ccccc1-c1nc(-n2ccnc2)c2ccccc2n1	-10%	-7%	.
Cn1nc(-c2ccc(Cl)cc2)c2cc(C(=O)N3CCOCC3)sc21	-1%	-7%	?
COc1ccc(OCC(=O)Nc2ccc3c(c2)C(=O)NC3=O)cc1	-10%	4%	-7%
O=C(Nc1ccccc1)Nc1ccno1	3%	-10%	-1%
Cc1ccc(-n2ccc(-c3nn(-c4ccccc4)ccc3=O)n2)cc1	-7%	12%	2%
Cc1cc(C)cc(N(CC(=O)Nc2ccc(C(F)(F)F)cc2)S(=O)(=O)c2c(C)[nH]c(=O)[nH]c2=O)c1	-7%&-6%	2.2µM*	1%&10%
COc1cc(Cl)ccc1OCc1cc(C(=O)N2CCN(C)CC2)no1	3%	-2%	-5%
Cc1cc(C(=O)NCC(=O)OCC(=O)NCC2CCCO2)ccc1[N+](=O)[O-] (centres undefined)	-13%	.	14%
CN(C)CCCNc1ccc(-c2cc(Nc3cccc(Cl)c3)ncn2)cn1	-12%	-15%	?
CCSc1nc2sc3c(c2c(=O)[nH]1)CCCC3	-2%	5%	-15%
COc1ccccc1-c1cc(C(=O)Nc2cccnc2Cl)no1	-5%	-12%	5%
COc1ccc(/C=C/C(=O)OCC(=O)c2c[nH]c3ccccc23)cc1	-7%	.	-4%
COc1ccc(CC(=O)OC(C)CN2CCCC2)cc1 (centres undefined)	0%	0%	-2%
COc1ccc(-c2cc(C(F)(F)F)n3ncc(C(=O)NCc4ccco4)c3n2)cc1	-16%	19%[2.35 µM]	2%
O=C(Cn1c(=O)oc2ccccc21)N1CCN(c2ccc(N3CCOCC3)nn2)CC1	-15%	6%	-2%
CCOc1ccccc1NC(=O)Nc1ccncc1	-2%	-8%	-26%
CN(C)CC/C=C1\c2ccccc2COc2ccccc21	-4%	-2%	19%
CN1C(=O)CSC1=Nc1cccc(C(=O)O)c1	-7%	-2%	3%
COc1ccccc1NC(=O)Nc1ccc(-n2ccc(C(F)(F)F)n2)cc1	-7%	11%	1%
CC1=C(C(=O)Nc2ccc(C)cc2C)C(c2cccc([N+](=O)[O-])c2)n2nc(C(=O)OC(C)C)nc2N1 (centres undefined)	5%	7%	9%
CCOc1cc(/C=C2\NC(=O)NC2=O)ccc1OC(C)C(=O)O (centres undefined)	-10%	1%	8%
CC1CCc2c(sc(N)c2C(N)=O)C1 (centres undefined)	1%	1%	-4%
COc1ccc(C(=O)SC2=NCCS2)cc1OC	-9%	-11%	-13%
COc1cccc(/C=N/n2nnc3c(cnn3-c3ccccc3)c2=O)c1	-9%	6%	11%
CCOC(=O)c1ccc(NS(=O)(=O)c2ccc3c(c2)NC(=O)CCS3)cc1	-3%	-3%	1%
CCOc1ccc(CCNC(=O)Cn2nc(C)n3c(cc4occc43)c2=O)cc1OCC	1%	.	-3%
O=C(Nc1ccc(C(=O)O)cc1)Nc1cccc([N+](=O)[O-])c1	0%	0%	8%
C/C=C(\C)CN1CCC(n2nccc2NC(=O)CCc2ccccc2)CC1	-4%	3%	-8%
COc1ccc(OCC(O)CNS(=O)(=O)c2cccc(Cl)c2)cc1 (centres undefined)	-4%	11%	-1%
CC(NC(=O)CN(C)Cc1nc2ccccc2c(=O)[nH]1)c1ccccc1 (centres undefined)	-3%	6%	3%
CCCN(C(=O)CSc1nnc(-c2ccoc2C)n1N)C1CCS(=O)(=O)C1 (centres undefined)	4%	?	-4%
COC(=O)c1ccc(/C=N/N2C(C)CCCC2C)cc1 (centres undefined)	2%	1%	1%
CCOC(=O)C1=C(C)Nc2nc(SCC)nn2C1c1ccc(OC)cc1 (centres undefined)	-3%	12%	2%
O=C(O)C1C(c2ccccc2)C(C(=O)N2CCOCC2)C1c1ccccc1 (centres undefined)	-4%	3%	1%
CCOc1ccc(C2C=C(c3ccccc3)Nc3ncnn32)cc1 (centres undefined)	?	-21%	.
CCOc1ccccc1NC(=O)C1CCCN1S(=O)(=O)c1ccccc1C(F)(F)F (centres undefined)	-1%	.	-4%
CC1CC(=O)Nc2ccccc2N1S(=O)(=O)c1ccc(F)cc1F (centres undefined)	-5%	7%	10%
COc1ccc(OC)c(N2C(N)=C(C#N)C(c3ccc(OC)c(O)c3)C3=C2CC(C)(C)CC3=O)c1 (centres undefined)	-10%	-4%	0%
